# Assay outcomes from PubChem.
# N370S GC mod = inhibitors or activators of N370S glucocerebrosidase for Gaucher disease. P04062. N370S GC spleen homogenate, 4MU-glucoside fluorescence. Potency, µM (top dose mostly 59.4 µM), without a hit: at the highest dose activity change, negative = inhibition, most hits filed as inhibitors. 330,000 tested, 0.092% active. AID 2101;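 also: 0% = full enzyme activity and -100% = no enzyme basal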
# FEN1 inhibitor = inhibitors of human flap endonuclease 1 | P39748 | Recombinant FEN1 flap cleavage, fluorescence, 15 min | Potency, µM (top dose mostly 114 µM), inactives show at the top dose activity change, negative = inhibition, actives largely listed as inhibitors | 390,000 tested, 0.35% active | AID 588795; also: nearly all actives have a fitted effect of over 65% in size
# Target sequence (P39748 whole entry, looked up): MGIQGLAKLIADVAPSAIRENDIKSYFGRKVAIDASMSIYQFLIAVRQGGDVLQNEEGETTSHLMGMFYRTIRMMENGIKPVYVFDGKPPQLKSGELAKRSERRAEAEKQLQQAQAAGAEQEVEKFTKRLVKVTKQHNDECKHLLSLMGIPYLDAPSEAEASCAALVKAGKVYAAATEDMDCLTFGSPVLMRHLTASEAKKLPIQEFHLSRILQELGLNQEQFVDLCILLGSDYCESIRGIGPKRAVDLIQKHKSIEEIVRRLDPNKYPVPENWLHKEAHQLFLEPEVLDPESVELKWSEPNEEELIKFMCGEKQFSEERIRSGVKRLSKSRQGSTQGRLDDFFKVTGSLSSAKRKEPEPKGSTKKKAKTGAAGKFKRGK
#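 With each library titrated from low to high concentration, compounds met 10 nM FEN1 for 15 min at room temperature before 50 nM substrate was added; readings at 0 and 15 min fed four-parameter Hill curve fits.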
# TDP1 cell CPT = DT40-hTDP1 cell growth loss with CPT; AID 686979; Potency, µM (top dose mostly 46.2 µM), for the others: at the top dose activity change, negative = growth inhibition, hits mostly inhibitors; chicken DT40 Tdp1-/-;hTDP1 cells + 20 nM CPT, ATP luminescence, 48 h; 420,000 tested, 12% active; also: nearly all actives have a fitted effect of over 55% in size
#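 Chicken DT40 Tdp1-/- cells stably complemented with human TDP1 were seeded at 400 cells/well in medium containing 20 nM camptothecin, exposed to pin-transferred compounds, and grown at 37 °C for at least 48 hr. Viability was read as ATP luminescence.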
# * marks the source's active call; other numbers are inactive results; ? = inconclusive; . = not tested or not shown; & = joins results of further samples; [ ] = remark or other dose. Calls follow the shape of the dose curve; as a rule, active = well fitted curve in the direction sought with a large enough effect; inconclusive = small, poorly fitted or top-dose-only effect, or another doubt; inactive = no such curve, though single readings can be large; an effect the other way counts as inactive or inconclusive. Unless noted, % is scaled to controls: 0 for no effect and ±100 for the full control effect; potency is read from the fitted curve at half-maximal effect. The list is partial. The share of hits here may be higher or lower than overall.
# Sequence of screens – N370S GC mod	FEN1 inhibitor	TDP1 cell CPT
O=C(Nc1ccc2nc3n(c(=O)c2c1)CCCCC3)c1c(F)ccc([N+](=O)[O-])c1F
  -11%	-18%	2.6µM*
CC(C)CCOc1ccc(C(=O)NCCC(=O)N2CCOCC2)cc1
  6%	-2%	-9%
Cc1ccc2cc(CN(CCCN(C)C)C(=S)NCc3ccccc3)c(=O)[nH]c2c1C
  9%	1%	?
Cn1c(CNC(=O)c2ccc(F)cc2)cc2ccccc21
  -11%	11%	-29%
Cc1ccc2ccccc2[n+]1CCCS(=O)(=O)[O-]
  0%	-2%	-18%
COc1ccccc1NC(=O)c1ccc(NC(=O)CN2C(=O)CN(C)C2=O)cc1
  1%	11%	16%
Cc1ccc(C(=O)Nc2ccc3oc(-c4cc(Br)ccc4Cl)nc3c2)cc1
  .	3%	23µM*
CCC(=O)N1CCN(c2ccccc2NC(=O)COc2cc(C)ccc2C(C)C)CC1
  4%	-10%	16µM*
NS(=O)(=O)c1ccc(CCNC(=O)CNC(=O)Cc2cccc3ccccc23)cc1
  1%	5%	-3%
CN1C[C@@H]2C(c3ccc(C(F)(F)F)cc3)C3(c4cccnc4)CC2(C3)[C@H]1c1ccccc1 (stereo partly specified)
  -16%&6%	-21%	?
Clc1cc(Cl)c(OCc2nc(-c3ccccn3)no2)cc1Cl
  ?	-4%	-2%
Cc1cccc(-c2nc(CN3CCCC(C(=O)NCc4ccc(Cl)cc4)C3)c(C)o2)c1 (stereo unspecified)
  .	7%	-86%
COC(=O)C1CCN(S(=O)(=O)c2cc3c4c(c2)CC(=O)N4CCC3)CC1
  .	-9%	3%
CC(C)NC(=O)N(C)C[C@H]1Oc2c(NS(=O)(=O)c3cn(C)cn3)cccc2C(=O)N([C@H](C)CO)C[C@@H]1C
  .	0%	-14%
CCc1cc(=O)oc2cc(OC(=O)CN3C(=O)NC4(CCCC4)C3=O)ccc12
  ?	-1%	?
Cc1ccc(C)n1-c1c(C(=O)NN)cnn1-c1ccccc1
  -1%	0%	10%
CCCCCCCCCCCCCCCCCCN(CCCCCCCCCCCCCCCCCC)c1ccccc1
  .	2%	3%
O=C(COc1ccccc1F)Nc1nnc(C2CCCC2)s1
  -6%	25%	12%
COc1cccc(CNCCSc2nnnn2C)c1OCc1ccc(Cl)cc1Cl
  .	-8%	16µM*
CNC(=O)c1[nH]cnc1C(=O)N[C@@H](C)C(=O)OCc1ccccc1
  9%	-3%	?
COc1ccc(NC(=O)c2ccc(COc3ccccc3Br)o2)c(OC)c1
  .	-22%	?
COc1ccc(Cc2nc3ccc(C(=O)NC(C)Cc4ncccc4C)cc3o2)cc1OC (stereo unspecified)
  0%	-13%	18µM*
COC(=O)c1cc(=O)n(Cc2cccs2)c(=NCc2cccs2)s1
  2%	-4%	-26%
C=CCOc1ccccc1C1NC(=O)NC(C)=C1C(=O)NCc1ccccc1 (stereo unspecified)
  0%	0%	14%
O=C(O)CCC(=O)Nc1nc(-c2ccccc2)cs1
  -6%	-2%	-10%
COCCCN(C(=O)c1ccco1)c1nc(-c2cc(OC)ccc2OC)cs1
  0%	-16%	?
CCCCc1nn2c(=O)cc(COC(=O)c3ccc(NC(=O)C4CCCCC4)cc3)nc2s1
  .	2%	?
O=C(Cn1c(=O)n(CC2CCCO2)c(=O)c2ccccc21)Nc1cccc(Cl)c1 (stereo unspecified)
  .	6%	?
O=C(CSc1nc2c(c(=O)[nH]1)CN(Cc1ccc(F)cc1)CC2)Nc1cccc(C(F)(F)F)c1
  .	-10%	?
O=C(NCCc1ccccc1)c1cccc(NC(=O)C2CCC2)c1
  .	14%	-1%
CSc1nc(-c2ccc(Cl)cc2)nn1S(=O)(=O)c1ccc(Cl)cc1
  3%	-6%	-5%
COc1ccc2c(c1OC)C(=O)N1C2SC(C)(C)[C@H]1C(=O)NC1CC1 (stereo partly specified)
  0%	0%	11%
Cc1cc(NC(=O)CSc2ncccc2C(=O)O)no1
  5%	1%	1%
CC1CCCN(S(=O)(=O)c2ccc3c(c2)c(=O)nc2ccccn23)C1 (stereo unspecified)
  ?	5%&-4%	?
CCOC(=O)C1=C(O)/C(=C\c2cc(C)n(-c3ccc(F)cc3)c2C)N=C1C
  0%	-9%	?
CCOc1ccc(N2CC(C(=O)N3CCCCC3)CC2=O)cc1 (stereo unspecified)
  -2%	10%	7%
CCOC(=O)C(NC(=O)Nc1cccc(C)n1)(OCC(F)(F)F)C(F)(F)F (stereo unspecified)
  3%	-5%	-5%
O=C(Cc1ccccc1[N+](=O)[O-])NCc1ccc(Cl)cc1Cl
  11%	-15%	-27%
Oc1ccccc1CNc1cccc2cccnc12
  -6%	?	?
COc1ccccc1OCc1nc(C#N)c(N2CCCC2)o1
  7%	-4%	9%
O=C1CCN(C2CCN(Cc3nc(Cc4ccccc4F)no3)CC2)CCN1
  3%	-1%	-8%
CC1C(C(=O)Nc2ccccc2)CCCC1(C)C(=O)O (stereo unspecified)
  0%	-9%	-1%
CC(C)n1nnnc1SCC(=O)c1c(N)n(C2CC2)c(=O)[nH]c1=O
  .	-10%	10%
CN1CCN(C(=O)CN(c2cccc(Cl)c2)S(=O)(=O)c2ccccc2)CC1
  ?	5%	-13%
O=C(O)CC/C(=C\c1ccc2c(c1)OCO2)c1nc2ccccc2s1
  -13%	-4%	-5%
Cc1ccc(NC(=O)Cn2c(=O)n(Cc3ccc4c(c3)OCO4)c(=O)c3oc4ccccc4c32)cc1C
  .	6%	-25%
COCCSc1nc(N)c(NC(=O)c2ccc(OC)cc2)c(=O)[nH]1
  12%	-7%	-1%
CCC(=O)Nc1ccccc1C(=O)NC1CCCCC1
  -9%	-2%	-11%
COc1ccc(COc2cc(-c3cccc(OC)c3)nc3ccc(NC(C)=O)cc23)cc1
  3%&24%	-11%	-19%
CC(C)CNC(=O)NC1C(NC(=O)NCC(C)C)N(C)C(=O)N1C (stereo unspecified)
  -11%	2%	24%
O=C(N/C(=C/c1ccc(Br)cc1)C(=O)N1CCCC1=O)c1ccco1
  25%	-11%	2%
CCC(=O)N1CCN(c2cc3c(cc2F)c(=O)c(C(=O)O)cn3CC)CC1
  .	-1%	-14%
Cc1ccc(C(=O)N/N=C\c2cccc(OC(=O)c3cccc(F)c3)c2)cn1
  -7%	16%	?
CSc1ccc(-c2nnn(CC(=O)NCc3ccccc3)n2)cc1
  10%	-8%	?
Cc1ccc(C(=O)c2c3ccc(C(F)(F)F)cc3[n+]([O-])n2CCCC(N)=O)cc1
  -5%	10%	-9%
CC1Cc2cc(/C(O)=C3/C(=O)C(=O)N(CCCn4ccnc4)C3c3cccnc3)ccc2O1 (stereo unspecified)
  0%	-2%	3%
CC(C)CN(CC(C)C)S(=O)(=O)N1CCC(C(=O)NCCc2ccc(Cl)cc2)CC1
  -2%	0%	?
CCCCN1C(=S)NC[C@@H]1c1ccccc1
  -1%	13%	-14%
Cc1cc(C)n(Cc2nc3ccccc3n2C)n1
  5%	2%	7%
CCn1c2ccccc2c2cc(CN3CCN(Cc4ccccc4Cl)CC3)ccc21
  .	?	?

# Reformatted field by field: part of the list above.
> CC1Cc2cc(/C(O)=C3/C(=O)C(=O)N(CCCn4ccnc4)C3c3cccnc3)ccc2O1 (stereo unspecified)
  N370S GC mod: 0%
  FEN1 inhibitor: -2%
  TDP1 cell CPT: 3%
> CC(C)CN(CC(C)C)S(=O)(=O)N1CCC(C(=O)NCCc2ccc(Cl)cc2)CC1
  N370S GC mod: -2%
  FEN1 inhibitor: 0%
  TDP1 cell CPT: ?
> CCCCN1C(=S)NC[C@@H]1c1ccccc1
  N370S GC mod: -1%
  FEN1 inhibitor: 13%
  TDP1 cell CPT: -14%
> Cc1cc(C)n(Cc2nc3ccccc3n2C)n1
  N370S GC mod: 5%
  FEN1 inhibitor: 2%
  TDP1 cell CPT: 7%

# Further records
# Sequence of screens – N370S GC mod	FEN1 inhibitor	TDP1 cell CPT
CCCCCn1c(=O)[nH]c2cc(C(=O)NCc3ccccn3)ccc2c1=O
  16%	-4%	-5%
Cc1cc(Cl)c(S(=O)(=O)NCc2ccncc2)cc1OCC(N)=O
  2%	5%	-10%
CC(C)CNc1cc(Cl)c(S(=O)(=O)NCC(C)C)cc1C(=O)O
  4%	-11%	-8%
CN(CC(=O)NCC(=O)Nc1ccc(F)cc1)C1CCS(=O)(=O)C1 (stereo unspecified)
  .	-1%	3%
Cc1ccc(S(=O)(=O)N(C)CCCC(=O)N2CCN(C=O)CC2)cc1
  2%	-11%	-15%
COc1ccc(NC(=O)C/C(C)=N/NC(=O)C(=O)NC(C)C)c(OC)c1
  -5%	8%	-15%
CCN(CC(=O)Nc1c(F)cccc1F)C(=O)CCN1C(=O)c2cccc([N+](=O)[O-])c2C1=O
  2%	2%	0%
CCOC(=O)Cn1nnc(-c2ccccc2)n1
  1%	0%	-3%
CCNC(=O)C(Sc1ccccc1)c1ccccc1 (stereo unspecified)
  13%	-2%	?
COC(=O)CSc1nc(N)c(C#N)c(CC(C)C)c1C#N
  15%	1%	0%
CCCCN(C/C=C/c1ccccc1OC)Cc1ccccc1
  -11%	5%	?
CCc1ccc(N2CC(C(=O)Nc3ccc(S(=O)(=O)NCC4CCCO4)cc3)CC2=O)cc1 (stereo unspecified)
  -2%	12%	-28%
Cc1cccc(NC2=NC(=S)N(c3ccc(C(=O)O)cc3)C23CCCCC3)c1
  6%	-2%	?
Cc1cccc(CNc2ncnc3ccc(-c4cccnc4)cc23)c1
  -20%&10%	-16%	12µM*
Cc1ccc(SCC(=O)Nc2ccc(S(=O)(=O)Nc3ncccn3)cc2)cc1
  6%	-3%	-9%
CCOC(=O)CN(C(=O)CSc1nnc(-c2cccc(OC)c2)o1)c1ccc(F)cc1
  .	-1%	?
COc1ccc(COC(=O)N/C=C/c2ccco2)cc1
  -1%	-1%	-12%
CCN(Cc1nc2ccccc2c(=O)[nH]1)C(=O)c1cc(C2CC2)nn1-c1ccccc1
  .	10%	?
Nc1nnc(SCc2ccc(F)cc2)n1-c1ccccc1
  -2%	-7%	1%
CCN(c1ccccc1C)S(=O)(=O)c1nnc(NC(=O)c2ccccc2C)s1
  .	16%	?
O=C(c1ccccc1)N1CCN(Cc2ccccc2)CC1
  3%	-5%	-3%
COc1ccc(-c2cn3c(n2)sc2cc(C(=O)Nc4ccc(F)cc4Cl)ccc23)cc1
  .	13%	?
O=C(C1CCCO1)N(Cc1ccccc1)c1ccccc1 (stereo unspecified)
  3%	7%	-13%
CN(C)S(=O)(=O)c1ccc(S(=O)(=O)N2CCCC(C(=O)NC3CC3)C2)cc1 (stereo unspecified)
  -2%	1%	-29%
O=C(c1oc2ccccc2c1N1CCCCC1)N1CCCCC1
  8%	-16%	-24%
N#Cc1cccc(NC(=O)COC(=O)Cn2nc(-c3ccccc3)oc2=O)c1
  .	18%	-13%
CCC(=O)c1ccc(N2CCN(C(=O)c3ccccc3)CC2)c(F)c1
  -3%	15%	18µM*
Cc1onc(-c2c(Cl)cccc2Cl)c1C(=O)N1CCN(c2ncccn2)CC1
  -3%	15%	?
CC(C)[C@H](NS(=O)(=O)c1ccccc1)C(=O)OCC(=O)Nc1cccc(S(N)(=O)=O)c1
  .	-2%	-17%
CCC(=O)NC(=S)Nc1cccc(NC(=O)c2ccc(Cl)cc2Cl)c1
  3%	-19%	?
COC(=O)C(c1ccccc1)C(C(=O)OC)c1ccccc1 (stereo unspecified)
  -8%	-13%	3%
Cc1cc(C)n(-c2ccc(Cl)c(C(=O)Nc3ccc(OC(F)(F)F)cc3)n2)n1
  28%	-1%	1%
Cc1ccc(-n2nc(C)c3c2OC(N)=C(C#N)C3c2ccoc2)cc1 (stereo unspecified)
  -24%	-3%	-28%
CS(=O)(=O)N1CCC(C(=O)NCc2ccc(Cl)cc2Cl)CC1
  2%	11%	2%
Cn1c(SCc2ccc([N+](=O)[O-])cc2)nnc1-c1cccnc1
  -1%	-4%	4%
CCOC(=O)COc1c(/C=N\OC)cc(Cl)cc1OC
  1%	-15%	24%
CCOC(=O)COc1cnc2ccccc2n1
  5%	0%	1%
O=C(Nc1ccccc1Cl)c1ccc2nccnc2c1
  3%	-17%	?
CCOC(=O)COc1ccc(/C=C/[N+](=O)[O-])c(OCC(=O)OCC)c1
  6%	-10%	12µM*
O=C(NCc1ccccn1)C1C2C=CC(C2)C1C(=O)Nc1ccc(F)cc1 (stereo unspecified)
  15%	0%	3%
Cc1cccc(NC(=O)CN(CCc2ccccc2)S(C)(=O)=O)c1
  -2%	0%	-26%
CCCN1C(=O)SC(CC(=O)Nc2ccccc2)C1=O (stereo unspecified)
  6%[2.35 µM]	-15%	23µM*
